AddAB inh: growth inhibition of E. coli expressing H. pylori AddAB, primary screen, AddAB inhibitor project, absorbance. inhibition, % at 11.9 µM. actives 0.29% (n = 330,000). AID 435030, 2010; in the data active = inhibition above about 12%;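 also: 0% = vehicle wells of infected cells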
Tat export inh: E. coli Tat export inhibitors, primary screen, MC4100, TorA-mCherry reporter, fluorescence, single point. actives 0.036% (n = 340,000). AID 488895, 2010. inhibition, % at 10 µM;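 active = mean replicate inhibition at least 50% and at least half of replicates individually reaching 50%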;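 also: exported cargo escapes ClpAP degradation while cytoplasmic cargo is degraded and loses fluorescence; 0% = median of neutral control wells and 100% = median of NaSCN control wells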
phage Ecoli inh: growth loss of phage-infected E. coli, primary screen, RecBCD inhibitor project, absorbance, with phage, HTS; actives 0.26% (n = 360,000); inhibition, % at 11.9 µM; AID 651602, 2012; in the data active = inhibition above about 11%
CAL PDZ FP-1: untagged CAL PDZ binding inhibitors, primary screen, biochemical, fluorescence polarization, HTS; inhibition, % at 24.9 µM; Golgi-associated PDZ and coiled-coil motif-containing protein (Homo sapiens), Q9HD26; actives 0.92% (n = 300,000); AID 602252, 2012; purified CAL PDZ, TMR-peptide fluorescence polarization, 1 h;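 active = mean inhibition of at least 30% with at least half of replicates also reaching 30%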;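 also: 0% = DMSO neutral control and 100% = excess unlabeled competitor peptide PRC23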
SR-BI uptake up: activators of SR-BI mediated DiI-HDL uptake, primary screen, ldlA[mSR-BI] CHO cells, DiI fluorescence; 3 h; 100 = double the neutral-control signal; activation, % at 12.5 µM; actives 0.096% (n = 320,000); AID 504775, 2011;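 active = mean replicate activation of at least 60% and every replicate at or above 60%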;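 also: 0% = median plate neutral-control signal and 100% = twice that signal; values of inactives mirror those of a sister screen read the other way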
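Assay system: CHO ldlA[mSR-BI] cells, LDL receptor-null, SR-BI overexpressing; medium: Ham's F12 with 0.5% BSA, HEPES 25 mM, pH 7.4; also added: DiI-HDL 10 µg/mL; timing: 3 h uptake period with compound, 37 °C; signal: DiI fluorescence, bottom read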
CAL PDZ FP-2: CAL PDZ peptide-binding inhibitors, primary screen, biochemical, fluorescence polarization, Cer-tagged CAL PDZ, HTS. Golgi-associated PDZ and coiled-coil motif-containing protein (Homo sapiens), Q9HD26. purified CAL PDZ, TMR-peptide fluorescence polarization, 1 h. inhibition, % at 20 µM. actives 0.02% (n = 330,000). AID 504414, 2011;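 active = highest replicate inhibition of at least 40%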;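 also: plate controls were DMSO neutral control wells for no effect and unlabeled competitor peptide control wells for full effect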
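Read-out basis: mP drop reported as inhibition | Assay system: Tagged CAL PDZ protein CerCALP, purified | Benchmarks: Unlabelled peptide for full inhibition, DMSO wells as neutral | Schedule: 1 h incubation at room temperature before polarization reading | Buffer or medium: Sodium phosphate/NaCl buffer pH 7.4 with TCEP, IgG, Thesit | Doses: Single point, 20 µM | Measured by: Fluorescence polarization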
MITF TRPM1 HTS: activators of MITF-driven TRPM1 promoter reporter, primary screen, cell-based, SK-MEL-5, luciferase, single point; SK-MEL-5 TRPM1-promoter luciferase, 24 h; % of positive control, neutral wells = 0; activation, % at 12.5 µM; actives 0.75% (n = 300,000); AID 588334, 2011;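 active = mean activation of at least 80% with every replicate also reaching 80%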;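 also: 0% = neutral control wells and 100% = parthenolide positive control wells; values of inactives mirror those of a sister screen read the other way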
Ecoli viability: E. coli V3065 growth inhibition, primary screen, counter-screen for AddAB inhibitor project, absorbance, OD600 | AID 449728, 2010 | actives 0.27% (n = 330,000) | 18 h | inhibition, % at 11.9 µM;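 active = inhibition above the campaign's mean inhibition across all tested compounds plus 3 SD, cut at about 9.9% in these data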;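 also: uninfected addAB+ strain grown without phage in ampicillin broth; 0% = DMSO wells and 100% = ciprofloxacin 0.95 µg/ml wells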
SR-BI DiI inh: inhibitors of SR-BI mediated HDL lipid uptake, primary screen, ldlA[mSR-BI] cells, fluorescence, single point. ldlA[mSR-BI] CHO cells, DiI-HDL uptake fluorescence, 3 h. actives 0.96% (n = 320,000). Scavenger receptor class B member 1 (Mus musculus), Q61009. AID 488896, 2010. inhibition, % at 12.5 µM;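 active = mean replicate inhibition of at least 70% and a set share of replicates each scoring 70 or more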;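 also: 0% = median of neutral control wells and 100% = median of positive control wells; values of inactives mirror those of a sister screen read the other way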
Target sequence (Q61009 whole entry, looked up): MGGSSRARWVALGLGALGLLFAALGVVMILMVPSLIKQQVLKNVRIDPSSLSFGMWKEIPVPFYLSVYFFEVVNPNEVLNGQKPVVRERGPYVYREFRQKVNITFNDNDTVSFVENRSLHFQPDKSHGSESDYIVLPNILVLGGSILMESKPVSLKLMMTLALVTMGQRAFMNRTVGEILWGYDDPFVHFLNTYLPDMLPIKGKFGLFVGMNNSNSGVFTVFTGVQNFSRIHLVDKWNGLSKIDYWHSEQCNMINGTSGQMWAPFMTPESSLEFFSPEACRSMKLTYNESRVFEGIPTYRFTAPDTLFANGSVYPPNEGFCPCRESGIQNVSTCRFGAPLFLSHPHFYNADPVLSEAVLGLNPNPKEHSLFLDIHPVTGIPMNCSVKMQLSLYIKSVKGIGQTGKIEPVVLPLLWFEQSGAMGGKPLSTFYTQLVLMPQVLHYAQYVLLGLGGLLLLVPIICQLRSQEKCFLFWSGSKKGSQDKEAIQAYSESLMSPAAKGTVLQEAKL
Wnt bcat act: Wnt/beta-catenin pathway activators, primary screen, cell-based, plate reader, single point. actives 1.2% (n = 300,000). activation, % at 9.35 µM. Wnt/beta-catenin reporter cell assay, activator; in the data active = activation above about 30%, passing the limit was not always enough;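 also: 0% = neutral control wells and 100% = positive control wells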
* = called active by the depositor; · = no result given. Rows are unselected; any-hit rate near 3.6%.

Values run as follows: AddAB inh	Tat export inh	phage Ecoli inh	CAL PDZ FP-1	SR-BI uptake up	CAL PDZ FP-2	MITF TRPM1 HTS	Ecoli viability	SR-BI DiI inh	Wnt bcat act
#1 COc1ccc(NC(=O)CN(C)C(=O)c2ccc(NS(=O)(=O)c3cccc([N+](=O)[O-])c3)cc2)cc1
 : 3.8	-4	2.1	6	33	-3.2	-8	-1.2	-33	0
#2 COc1cc(OC)nc(NC2OC(=O)c3ccccc32)n1 (centres undefined)
 : 0.5	-6	2.5	·	32	0.0	1	-1.7	-32	·
#3 CN(C)c1ccc(NC(=O)Nc2cccc3ccccc23)cc1
 : 0.6	12	0.3	3	·	1.0	64	0.8	·	17
#4 O=C(c1ccc2c(=O)n3c(nc2c1)CCCCC3)N1CCCCC1
 : 2.9	-3	-0.4	-3	-2	-1.0	-3	-1.0	2	4
#5 Cc1cc(-c2nnc3n2N=C(c2ccccc2Br)CS3)n[nH]1
 : 1.6	2	2.5	-6	5	-0.5	-12	-3.1	-5	-1
#6 COc1ccc(N2C(=O)CC(C#N)=C2N)cc1
 : -0.3	0	3.6	3	17	-0.3	-9	2.5	-17	3
#7 O=C(O)C12CC3CC(C1)CC(n1cnc(Cl)n1)(C3)C2
 : 0.2	2	1.4	-1	32	·	-6	1.7	-32	·
#8 CC1CCCCN1CCCNc1ccc(C(CC(N)=O)NC(=O)Cc2cccc3ccccc23)cc1[N+](=O)[O-] (centres undefined)
 : -0.4	-7	1.0	-2	28	-0.4	16	-1.7	-28	-2
#9 COc1ccc(OCc2ccc(/C=N\NC(=O)c3sccc3C)o2)cc1
 : ·	11	-2.0	-7	-23	-2.3	19	·	23	2
#10 Cc1nn(Cc2ccccc2)c(C)c1NC(=O)CCCn1nc(C)c([N+](=O)[O-])c1C
 : -1.4	8	1.5	-7	-3	-1.6	7	-1.6	3	-2
#11 O=C(NCCc1ccccc1)c1ccc2[nH]c(=O)c(=O)[nH]c2c1
 : 0.5	-8	-1.9	-2	2	-4.8	8	0.9	-2	0
#12 COC(=O)CCCCCCCC(=O)Nc1nnc(C(F)(F)F)s1
 : 0.3	2	3.0	0	34	-1.7	·	0.4	-34	2
#13 CCOC(=O)CC1C(=O)NCCN1C(=S)Nc1ccccc1 (centres undefined)
 : 3.7	10	0.3	-1	9	-4.3	-6	-1.7	-9	5
#14 COc1cc(C(=O)NCC(=O)N2CC=C(c3ccccc3)CC2)cc(OC)c1OC
 : -0.3	7	1.5	1	-40	-2.0	-19	0.5	40	0
#15 COc1ccccc1N1CCN(C(=O)c2ccc(CN3CCc4ccccc4C3)cc2)CC1
 : 1.0	0	1.5	0	-11	-1.0	2	-0.2	11	8

Quoted at random: two entries already listed.
Values run as follows: AddAB inh	Tat export inh	phage Ecoli inh	CAL PDZ FP-1	SR-BI uptake up	CAL PDZ FP-2	MITF TRPM1 HTS	Ecoli viability	SR-BI DiI inh	Wnt bcat act
#2 COc1cc(OC)nc(NC2OC(=O)c3ccccc32)n1 (centres undefined)
 : 0.5	-6	2.5	·	32	0.0	1	-1.7	-32	·
#10 Cc1nn(Cc2ccccc2)c(C)c1NC(=O)CCCn1nc(C)c([N+](=O)[O-])c1C
 : -1.4	8	1.5	-7	-3	-1.6	7	-1.6	3	-2

Further structures
Values run as follows: AddAB inh	Tat export inh	phage Ecoli inh	CAL PDZ FP-1	SR-BI uptake up	CAL PDZ FP-2	MITF TRPM1 HTS	Ecoli viability	SR-BI DiI inh	Wnt bcat act
#16 Cc1cc(C)n(-c2ccc(C(=O)Nc3cc(C(F)(F)F)ccc3N3CCOCC3)cc2)n1
 : 0.5	0	3.8	-5	-60	1.1	-2	1.7	60	·
#17 CN(C)C(CNC(=O)c1ccc(C2SCCS2)cc1)c1ccccc1 (centres undefined)
 : 2.0	-9	-0.6	-5	4	-1.2	7	2.3	-4	13
#18 CO/N=C/C(C#N)c1ncc(C(F)(F)F)cc1Cl (centres undefined)
 : -1.0	2	·	0	8	-0.5	-13	-2.2	-8	0
#19 CCn1c2ccccc2c2cc(N=C3SC(CC(=O)Nc4ccccc4OC)C(=O)N3C)ccc21 (centres undefined)
 : 3.4	0	1.4	1	-59	-1.0	-6	-0.4	59	-9
#20 CCOCCCNC(=S)N(Cc1ccccc1)Cc1nc2ccccc2c(=O)[nH]1
 : 1.8	-4	2.8	-4	-5	-0.1	-3	0.2	5	-3
#21 CCOc1cc(C(=O)N/N=C/C2CC=CCC2)cc(OCC)c1OCC (centres undefined)
 : -0.5	2	4.0	-2	-7	-0.5	-2	-2.8	7	0
#22 Cc1ccc2c(c1)C1CC(C)(O2)N(c2cccc(C(=O)NCc3ccccn3)c2)C(=O)N1 (centres undefined)
 : 3.0	-1	0.2	-8	0	-0.1	0	1.3	0	2
#23 O=C(COC(=O)c1cccnc1)Nc1ccccc1
 : 0.5	-2	1.5	·	28	-0.8	5	-2.6	-28	·
#24 CCN(CC)S(=O)(=O)c1ccc(Nc2ccc(-c3ccc4c(c3)OCCO4)nn2)cc1
 : -1.8	-6	0.3	5	-21	-1.7	45	-1.7	21	1
#25 c1ccc(Cc2nnc3sc(-c4ccc5c(c4)OCCO5)nn23)cc1
 : 3.8	5	2.4	·	1	-1.1	28	-1.0	-1	1
#26 COc1cccc2sc(N(CCCN(C)C)C(=O)c3sc4ccccc4c3Cl)nc12
 : 0.3	34	4.0	-3	20	-1.7	-5	-0.3	-20	-2
#27 NS(=O)(=O)c1ccc(NC(=O)CCC(=O)c2cccs2)cc1
 : 2.0	-4	1.8	-7	-2	-1.1	2	-2.6	2	-3
#28 CCCCOC(=O)Cn1c(-c2ccccc2)nc2ccccc2c1=O
 : 0.5	2	1.2	-3	21	0.1	-14	-1.2	-21	·
#29 CC1CCN(C(=O)CSc2nnc(-c3cccnc3)n2C2CCCCC2)CC1
 : 1.4	7	2.3	2	11	0.4	-9	-0.2	-11	-1
#30 N#CCSc1n[nH]c2nc3c(c(=O)n12)C1(CCCCC1)Cc1ccccc1-3
 : -2.6	4	2.0	-3	·	-2.0	-4	-1.4	·	0

Ordered by heavy-atom count (smallest number first): some entries from above.
Values run as follows: AddAB inh	Tat export inh	phage Ecoli inh	CAL PDZ FP-1	SR-BI uptake up	CAL PDZ FP-2	MITF TRPM1 HTS	Ecoli viability	SR-BI DiI inh	Wnt bcat act
#18 CO/N=C/C(C#N)c1ncc(C(F)(F)F)cc1Cl (centres undefined)
 : -1.0	2	·	0	8	-0.5	-13	-2.2	-8	0
#27 NS(=O)(=O)c1ccc(NC(=O)CCC(=O)c2cccs2)cc1
 : 2.0	-4	1.8	-7	-2	-1.1	2	-2.6	2	-3
#25 c1ccc(Cc2nnc3sc(-c4ccc5c(c4)OCCO5)nn23)cc1
 : 3.8	5	2.4	·	1	-1.1	28	-1.0	-1	1
#26 COc1cccc2sc(N(CCCN(C)C)C(=O)c3sc4ccccc4c3Cl)nc12
 : 0.3	34	4.0	-3	20	-1.7	-5	-0.3	-20	-2
#24 CCN(CC)S(=O)(=O)c1ccc(Nc2ccc(-c3ccc4c(c3)OCCO4)nn2)cc1
 : -1.8	-6	0.3	5	-21	-1.7	45	-1.7	21	1
#22 Cc1ccc2c(c1)C1CC(C)(O2)N(c2cccc(C(=O)NCc3ccccn3)c2)C(=O)N1 (centres undefined)
 : 3.0	-1	0.2	-8	0	-0.1	0	1.3	0	2
#19 CCn1c2ccccc2c2cc(N=C3SC(CC(=O)Nc4ccccc4OC)C(=O)N3C)ccc21 (centres undefined)
 : 3.4	0	1.4	1	-59	-1.0	-6	-0.4	59	-9

Going on with the list:
Letter code – A = AddAB inh; B = Tat export inh; C = phage Ecoli inh; D = CAL PDZ FP-1; E = SR-BI uptake up; F = CAL PDZ FP-2; G = MITF TRPM1 HTS; H = Ecoli viability; I = SR-BI DiI inh; J = Wnt bcat act
(31) COC(=O)[C@]1(C)N[C@H](c2ccc(-c3cccc(Cl)c3)cc2)[C@@H]2C(=O)N(C)C(=O)[C@@H]21
  A: 1.9 | B: -6 | C: 1.1 | D: -1 | E: -20 | F: -0.4 | G: 16 | H: -0.3 | I: 20 | J: -5

(32) O=C(N/N=C/c1ccc(Cl)c(Cl)c1)c1ccc2nc[nH]c2c1
  A: 2.5 | B: 1 | C: 1.6 | D: 1 | E: 6 | F: -6.6 | G: -6 | H: -0.3 | I: -6 | J: 1

(33) Oc1c(C(c2ccco2)N2CCOCC2)sc2ncnn12 (centres undefined)
  A: -1.8 | B: -3 | C: 1.9 | D: 0 | E: 13 | F: -1.0 | G: · | H: 3.6 | I: -13 | J: -1

(34) Cc1ccccc1C(=O)Nc1nnc(SCC(=O)NCc2ccco2)s1
  A: -0.9 | B: -6 | C: 4.1 | D: 2 | E: 10 | F: -2.8 | G: 25 | H: -0.3 | I: -10 | J: 20

(35) COc1ccc(NC(=O)C(=O)NCCN2CCN(C(=O)c3ccco3)CC2)cc1
  A: 2.8 | B: -2 | C: 3.0 | D: 2 | E: 5 | F: -1.5 | G: 4 | H: 1.9 | I: -5 | J: -1

(36) O=C(Cn1nc(-c2ccccc2)c2ccccc2c1=O)NCC1CCCO1 (centres undefined)
  A: -1.3 | B: -6 | C: 2.5 | D: -5 | E: 2 | F: · | G: -5 | H: -2.1 | I: -2 | J: ·

(37) COc1cccc(NC(=O)CN(C)C(=O)c2cc3c(s2)CCC(C)C3)c1 (centres undefined)
  A: 0.0 | B: -2 | C: 4.0 | D: 2 | E: 6 | F: -2.3 | G: -2 | H: -0.1 | I: -6 | J: 2

(38) Cc1ccc(C)c(NC(=O)C(Sc2nc3ccccc3c(=O)n2CC(C)C)c2ccccc2)c1 (centres undefined)
  A: 1.7 | B: 12 | C: 1.7 | D: -2 | E: 9 | F: -1.8 | G: -10 | H: -0.7 | I: -9 | J: -2

(39) Oc1cc(Cc2ccccc2)cnc1CN1CCCCC1
  A: 1.5 | B: 2 | C: 4.0 | D: -2 | E: -4 | F: · | G: 7 | H: 1.2 | I: 4 | J: ·

(40) Cc1nnc(SC(C)C(=O)Nc2sc3c(c2C#N)CCCC3)[nH]c1=O (centres undefined)
  A: 0.5 | B: 7 | C: 2.8 | D: -6 | E: · | F: -2.1 | G: 4 | H: -3.1 | I: · | J: -2

Source: PubChem BioAssay (several laboratories)
